Source: PubChem BioAssay (several laboratories)
H9c2 protect = cardioprotection against H2O2-induced cell death, primary screen, uHTS, H9c2 cells, ATPLite luminescence; H9c2 cardiomyocytes, H2O2 injury protection, 2 h; protection from H2O2 cell death, % at 20 µM; hit rate 0.63% among 360,000; AID 588492, 2011;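 active means compounds giving at least 50% protection of heart cells from peroxide-induced death in the single-dose screen, raw or plate-pattern-corrected value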;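 further: 0% = DMSO wells with peroxide and 100% = DMSO wells without peroxide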
PDI turbidity = inhibitors of human PDI, primary screen, biochemical, turbidity, single point, plate reader; hit rate 0.052% among 350,000; PDI insulin aggregation turbidity, A650, 90 min; inhibition, % at 10 µM;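 active means mean inhibition across replicates of 30% or more, whatever share of single replicates reach that level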;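 further: absorbance from insulin aggregation driven by PDI reduction with DTT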
Target sequence (P07237 whole entry, looked up): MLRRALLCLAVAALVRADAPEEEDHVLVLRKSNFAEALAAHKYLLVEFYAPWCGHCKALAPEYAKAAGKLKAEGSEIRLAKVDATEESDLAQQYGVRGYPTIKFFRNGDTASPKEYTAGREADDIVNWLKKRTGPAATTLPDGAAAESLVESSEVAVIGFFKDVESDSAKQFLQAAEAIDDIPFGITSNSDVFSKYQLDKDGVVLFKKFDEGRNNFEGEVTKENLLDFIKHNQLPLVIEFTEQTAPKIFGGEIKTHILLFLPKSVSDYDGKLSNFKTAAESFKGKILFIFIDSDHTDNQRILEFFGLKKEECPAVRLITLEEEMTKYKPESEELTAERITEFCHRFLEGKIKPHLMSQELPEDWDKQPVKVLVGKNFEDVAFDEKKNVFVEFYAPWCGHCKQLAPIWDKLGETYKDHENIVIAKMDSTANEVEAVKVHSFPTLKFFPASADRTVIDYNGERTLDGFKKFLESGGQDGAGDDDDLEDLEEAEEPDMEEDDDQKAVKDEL
m5-HT2A agonist = mouse Htr2a agonists via beta-arrestin recruitment, primary screen, cell-based, luminescence; activation, % at 7.6 µM; CHO-K1 mHTR2A beta-arrestin complementation; percent of 30 µM serotonin response; hit rate 0.66% among 360,000; AID 624169, 2012;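 active means activation above a run cutoff, the mean activation of all tested compounds plus 3 SD, cut at about 14% in these data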;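 further: 0% = plate median of compound wells and 100% = 30 µM serotonin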
Target sequence (P35363 whole entry, looked up): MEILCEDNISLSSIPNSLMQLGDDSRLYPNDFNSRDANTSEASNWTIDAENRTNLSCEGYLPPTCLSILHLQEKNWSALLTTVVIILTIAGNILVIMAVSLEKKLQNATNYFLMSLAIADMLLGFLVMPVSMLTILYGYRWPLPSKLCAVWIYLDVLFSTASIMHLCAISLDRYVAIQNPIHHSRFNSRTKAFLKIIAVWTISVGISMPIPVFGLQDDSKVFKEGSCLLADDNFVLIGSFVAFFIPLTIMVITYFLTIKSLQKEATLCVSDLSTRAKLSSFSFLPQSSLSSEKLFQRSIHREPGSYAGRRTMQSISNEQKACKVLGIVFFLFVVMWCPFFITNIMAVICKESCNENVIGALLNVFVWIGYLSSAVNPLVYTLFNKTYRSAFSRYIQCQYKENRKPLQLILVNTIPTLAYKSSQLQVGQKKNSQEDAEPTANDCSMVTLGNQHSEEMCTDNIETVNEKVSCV
CaV13 FRET inh = Disruptors of the CACNA1D IQ motif to Ca2+-dependent inactivation inhibitor domain association, primary screening, Förster resonance energy transfer in intact living …. HEK cells, CFP/YFP FRET ICDI-IQ, plate reader, 10 min; percent FRET-ratio fall versus neutral wells. hit rate 0.098% among 340,000. AID 743397. inhibition, % at 12.3 µM;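 active means mean replicate inhibition of at least 30% and at least 1% of replicates passing that level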;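 further: 0% = median of the neutral control wells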
Peg3 promoter = Peg3 promoter-driven luciferase inhibitors, primary screen, cell-based, HeLa, luciferase luminescence | hit rate 1.7% among 360,000 | AID 588405, 2011 | inhibition, % at 20 µM | HeLa PEG-Prom luciferase reporter, overnight;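 active means inhibition of at least 50% at 20 µM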
Shn3 inh set2 = reduction of Shn3 3'UTR firefly luciferase signal, primary screen, Schnurri-3 inhibitor project, cell-based, Clone20 osteoblasts, set 2; Clone20 osteoblast Shn3 3'UTR firefly luciferase, 24 h; inhibition, % at 12.5 µM; hit rate 0.52% among 360,000; AID 588674, 2011;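 active means mean inhibition of at least 75% with every replicate also reaching 75%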;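 further: 0% = median of neutral control wells and 100% = pilot-screen positive control compound; some compounds past the cut are filed as inactive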
NR2E3 ag-1 = NR2E3 agonists in two-hybrid cells, primary screen, cell-based, luminescence, CHO-S, Gal4-NCOR/VP16-NR2E3; inhibition of corepressor binding, % at 3.98 µM; luciferase; AID 602229, 2012; Photoreceptor-specific nuclear receptor (Homo sapiens), Q9Y5X4; hit rate 0.35% among 360,000;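 active means inhibition above the mean of all tested compounds plus 3 SD, cut at about 70% in these data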;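 further: 0% = DMSO with NR2E3 transfected cells and 100% = cells lacking NR2E3 construct; higher means lower luciferase signal from less NR2E3 corepressor binding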
HIF-2a inh = HIF-2a reporter inhibitors, primary screen, luminescence, 786-0 RCC cells; hit rate 0.72% among 360,000; inhibition, % at 18.8 µM; AID 624352, 2012; 786-0 RCC cells HIF-2a reporter, luciferase luminescence, overnight;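 active means inhibition of the luminescence signal of 40% or more relative to plate controls, in a single-dose primary screen at 18.75 µM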
TRPM1 prom inh = inhibitors of MITF-dependent TRPM1 promoter reporter, primary screen, cell-based, SK-MEL-5, single point, luciferase | SK-MEL-5 TRPM1 promoter luciferase, 24 h | inhibition, % at 12.5 µM | hit rate 0.83% among 330,000;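 active means mean inhibition across replicates of 60% or more, whatever share of single replicates reaches that level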; further: values of inactives mirror those of a sister screen read the other way
NR2E3 ag-2 = inhibitors of NR2E3-RetCOR corepressor binding, primary screen, NR2E3 agonist project, biochemical, TR-FRET, GST-NR2E3, biotin-RetCOR | hit rate 0.12% among 320,000 | inhibition of corepressor binding, % at 4.78 µM | 1536-well | AID 2300, 2010;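 active means percent inhibition above the cutoff of mean plus 3 SD of all tested compounds, set per screening campaign, cut at about 20% in these data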;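 further: 0% = DMSO wells and 100% = biotin wells as full block of FRET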
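Material: NR2E3–RetCOR corepressor complex / Amount: 1.35 nM GST-NR2E3 / Medium: Tris pH 7.5 / Compound: single nominal compound dose of 4.8 µM / Incubation: 5 h at 4 °C / Technique: TR-FRET, Eu(K)-anti-GST donor, streptavidin-D2 acceptor, ex 340, em 617/671 nm / Read-out basis: percent loss of FRET ratio relative to control wells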
iPSC survival up = enhancers of single-cell hiPSC survival, primary screen, ATPlite luminescence; 100% = ROCK inhibitor wells, 0% = DMSO; survival enhancement, % at 20 µM; hit rate 0.044% among 360,000; AID 602274, 2012; in the data active means survival enhancement above about 18%;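 further: cells exposed to compounds for 16 hours before the ATP read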
* = called active by the depositor; / = not tested or not shown.

Order of values: H9c2 protect, PDI turbidity, m5-HT2A agonist, CaV13 FRET inh, Peg3 promoter, Shn3 inh set2, NR2E3 ag-1, HIF-2a inh, TRPM1 prom inh, NR2E3 ag-2, iPSC survival up
(1) CC1(C)C(=O)Nc2ccccc2N1C(=O)COC(=O)C12CC3CC(CC(O)(C3)C1)C2
→ 5.3, -4.2, 1.4, -3.4, -0.8, 15.0, 8.2, 14.1, 9.5, 0.6, 0.2
(2) O=C1c2ccccc2C(O)(c2ccccc2)N1c1ccncc1 (stereo not given)
→ 0.3, 5.1, 9.7, -13.6, 10.6, -3.1, 6.3, 12.3, -3.6, -0.9, 0.2
(3) COc1ccc(Nc2nc(N)c([N+](=O)[O-])c(N3CCCC3)n2)cc1
→ 1.8, -6.1, 0.8, -2.3, 24.7, -1.6, 20.0, -7.3, 16.9, -1.5, -0.5
(4) CCOC(=O)CSc1nc2cc3c(cc2cc1C)OCO3
→ 0.2, 0.7, 0.6, -6.4, -4.2, -1.0, -3.5, 1.8, -6.6, 3.9, 1.0
(5) Cc1cc(C)n2nc(C(=O)N/N=C/c3cccs3)nc2n1
→ 2.8, 7.8, 2.0, -3.7, -4.0, 12.0, 4.7, 6.0, 4.0, 1.2, 1.9
(6) COc1cccc(NC(=O)C2CSC3(C)CCC(=O)N23)c1 (stereo not given)
→ 0.1, -3.9, 3.7, -1.9, 1.0, -12.9, -13.4, 4.3, 12.1, 1.6, 0.2
(7) Cc1ccc(N2C(=S)NC3c4cc(Cl)ccc4OC2(C)C3C(=O)N(C)C)cc1 (stereo not given)
→ 32.2, 0.7, 2.3, -7.4, 30.0, -4.6, -4.7, 29.7, -0.8, -2.4, 0.1
(8) CC1=N/C(=C\c2ccccc2Cl)C(=O)O1
→ -4.4, -4.6, 4.6, -4.6, 0.2, -2.9, -20.2, 8.8, -8.8, 0.4, -0.2
(9) CCC1CCCN1Cn1cnc2c([nH]c3ccc(C)cc32)c1=O (stereo not given)
→ 2.1, -0.2, 6.3, -4.7, -10.6, -22.1, -5.1, -7.2, -19.8, -0.8, 4.5
(10) CCN(CC)S(=O)(=O)c1ccc(C(=O)OCC(=O)N2CCN(C(=O)c3ccco3)CC2)cc1
→ 6.7, 2.0, -0.5, -4.2, 3.3, -1.9, -3.7, 14.4, 10.9, -4.9, -1.8
(11) CN(CC(=O)Nc1ccc(F)c(F)c1F)C(=O)Cc1ccc(S(=O)(=O)N2CCOCC2)s1
→ 2.7, -0.5, -2.8, -6.2, 14.7, -13.4, -10.5, 11.8, 4.8, /, 1.0
(12) CC1CCCN(C(=O)CCS(=O)(=O)Cc2ccccc2)C1 (stereo not given)
→ -0.9, -0.1, 0.4, /, -3.1, -3.7, 4.1, -15.7, -3.5, -1.8, -2.6
(13) COc1ccc(S(=O)(=O)N2CCC(C(=O)NCCC(=O)NCc3ccncc3)CC2)cc1
→ 2.8, 0.3, -3.0, -6.9, 5.1, 3.9, -8.2, 2.2, -11.5, -0.7, -0.5
(14) COc1cc(C2c3cc4c(cc3OC(N3CCCCC3)C2C)OCO4)cc(OC)c1O (stereo not given)
→ -2.0, -3.0, 0.5, -5.3, 11.9, 10.5, -28.5, 12.2, 7.3, /, -0.9
(15) CCC1NC(=S)NC(C)=C1C(=O)c1ccccc1 (stereo not given)
→ 2.6, -6.4, 5.2, -9.1, -2.2, 4.0, -23.6, 19.3, 15.2, 2.6, -0.4
(16) CC(=O)C1=C(C)Nc2ncnn2C1c1ccccc1 (stereo not given)
→ 4.3, 1.6, 1.2, -2.9, -5.2, 17.0, -12.2, 0.3, 9.1, /, 1.6
(17) N#CC1=C(N)N(c2ccccc2)C(c2ccco2)C1(C#N)C#N (stereo not given)
→ 8.7, 7.2, -0.8, /, 13.3, 3.2, -12.6, 5.7, 4.2, 2.0, 0.1
(18) Cc1ccc(CNC(=O)CSc2nnc(CNC(=O)c3ccc(F)cc3)o2)cc1
→ -3.1, -8.1, 1.9, -15.2, 2.6, -10.4, -24.9, 13.3, /, /, -2.6
(19) CCCC(=O)Nc1c2c(nn1-c1ccc(C)cc1C)CSC2
→ 4.4, -5.8, -1.3, /, -13.8, 17.9, -2.9, 9.3, -11.0, 4.0, 0.7
(20) O=C1CC(NCc2ccc(F)cc2)C(=O)N1c1ccccc1 (stereo not given)
→ 3.9, 5.3, 0.6, 0.7, 9.8, -1.1, -13.8, 10.6, -5.1, 1.2, 0.1

Structural class: the entries above containing a furan ring, fused or not
Order of values: H9c2 protect, PDI turbidity, m5-HT2A agonist, CaV13 FRET inh, Peg3 promoter, Shn3 inh set2, NR2E3 ag-1, HIF-2a inh, TRPM1 prom inh, NR2E3 ag-2, iPSC survival up
(10) CCN(CC)S(=O)(=O)c1ccc(C(=O)OCC(=O)N2CCN(C(=O)c3ccco3)CC2)cc1
→ 6.7, 2.0, -0.5, -4.2, 3.3, -1.9, -3.7, 14.4, 10.9, -4.9, -1.8
(17) N#CC1=C(N)N(c2ccccc2)C(c2ccco2)C1(C#N)C#N (stereo not given)
→ 8.7, 7.2, -0.8, /, 13.3, 3.2, -12.6, 5.7, 4.2, 2.0, 0.1

Next section.
Order of values: H9c2 protect, PDI turbidity, m5-HT2A agonist, CaV13 FRET inh, Peg3 promoter, Shn3 inh set2, NR2E3 ag-1, HIF-2a inh, TRPM1 prom inh, NR2E3 ag-2, iPSC survival up
(21) CSc1ccc(CNc2ccc(C)cc2)cc1
→ -8.8, 4.8, 7.2, -9.4, -215.3, -73.4, -43.2, -210.9, -60.7, -0.4, -1.0
(22) COc1cc2c(cc1OC)CN(C(=O)C1CCCN1S(=O)(=O)c1ccc(C)cc1)CC2 (stereo not given)
→ 4.4, /, -3.3, -1.7, 2.2, 10.5, -18.5, 14.2, 10.7, 3.4, 0.9
(23) O=C(N=C1SC2CS(=O)(=O)CC2N1c1ccccc1)c1cccc([N+](=O)[O-])c1 (stereo not given)
→ 1.9, -5.1, -1.0, -6.7, 6.5, 14.1, 4.7, 7.2, -0.9, 1.5, 1.1
(24) COc1ccc(N2CCN(c3nc4c(c(=O)n(C)c(=O)n4C)n3Cc3ccccc3)CC2)cc1
→ 5.1, 9.6, -3.1, /, 30.8, 26.6, -21.8, 26.8, -4.8, 3.6, -0.7
(25) C[C@H]1CN[C@@H](CCO)/C1=C\c1ccccc1
→ 5.9, -0.1, 1.6, -3.4, -9.3, -6.5, -4.7, 9.8, -5.5, /, -0.3
(26) COc1ccc(C(=O)Nc2ccc(-c3ccc(C)o3)cc2)cc1S(=O)(=O)N1CCOCC1
→ -19.4, 8.3, -4.2, -5.0, 4.7, 9.9, -9.8, -81.3, 31.0, -1.4, -0.8
(27) Cc1ccc2c(CN3CC(C)CC(C)C3)cc(=O)oc2c1 (stereo not given)
→ -5.6, -6.6, 1.3, -3.4, 1.9, 5.6, -1.6, -5.1, 10.3, -3.4, -0.1
(28) CC1CC1C(=O)OCC(=O)Nc1cccc(F)c1 (stereo not given)
→ -9.5, 5.9, 3.1, -3.9, -102.0, -17.9, 1.4, -61.0, -17.1, 4.0, 5.1
(29) COc1ccc(CCN2CCC(CN3C(=S)NC[C@@H]3CC(C)C)CC2)cc1OC
→ -7.0, -4.6, -6.6, -2.8, -9.1, 2.5, -22.2, 0.7, 3.3, /, -1.7
(30) CC(C)CC(OC(=O)c1cccs1)C(=O)NCc1cccs1 (stereo not given)
→ 6.8, -1.6, -2.8, -9.2, 1.5, 7.1, -2.5, 4.6, -2.8, 0.0, -3.0
(31) CC1CCCC(C)N1/N=C/c1ccc(O)c(O)c1 (stereo not given)
→ 41.7, -2.3, 4.1, -13.8, 12.5, -2.2, -29.4, 12.1, 9.0, -2.5, -0.7
(32) COC(=O)CSc1nc(C)cc(C)n1
→ -2.1, 9.7, -2.7, -4.5, -0.4, -14.2, -14.9, 2.4, 2.2, 4.9, 0.6
(33) COc1ccccc1OCCSc1nnc(C)n1-c1ccccc1
→ -7.4, -8.9, -4.6, -3.5, 17.2, 15.5, 10.2, -2.0, 4.4, -3.0, -3.6
(34) O=C(CCC(=O)N(CC(=O)NC1CCCC1)Cc1ccccc1Cl)Nc1nccs1
→ 5.7, -0.6, -2.9, -3.7, -1.8, 1.4, -12.1, 9.2, -10.1, -3.5, -0.7
(35) CCOC(=O)N1CCN(C(=O)c2cnn3c(C)c(Cc4ccc(C)cc4)c(C)nc23)CC1
→ 6.0, -1.6, -2.5, /, 14.6, 4.8, -10.4, 4.1, 6.5, 2.4, -1.4
(36) Cc1[nH]oc(=O)c1N=Nc1c(Cl)cccc1Cl
→ -4.4, 5.5, -2.1, -5.3, -8.4, 12.1, 6.6, 13.7, 14.0, 3.2, 3.5
(37) Cc1cccc(C(=O)N/N=C/c2ccoc2)c1
→ -0.7, 0.4, 0.0, /, -27.2, -7.4, -41.8, -44.4, -7.4, -1.4, -0.3
(38) CCOC(=O)c1c(N)nn(C(=O)C(C)C)c1-c1ccc(OC)cc1
→ 8.0, -9.2, 6.0, -4.8, 17.0, 6.6, 0.6, 17.7, 14.8, 2.1, 2.0
(39) COc1ccc(N=Cc2c(O)ccc3ccccc23)cc1
→ 49.4, -4.3, -1.3, -4.8, -2.8, 12.9, -22.4, -5.5, 14.6, 1.4, -1.6
(40) CC(=O)Nc1cnc2ccccc2n1
→ 6.9, -13.7, -3.1, -5.2, -15.5, -15.4, -8.8, -36.3, -2.5, 4.3, 2.0
(41) CC1=C(C(=O)NCc2ccccc2)C(c2cccnc2)n2ncnc2N1 (stereo not given)
→ 1.7, -5.9, 7.1, /, 14.6, 5.6, 6.6, 14.4, 7.1, 4.5, 3.9
(42) CCN(C[C@H]1N[C@@](CC)(C(=O)OC)[C@H]2C(=O)N(Cc3ccccc3)C(=O)[C@@H]12)C(=O)Nc1ccc(C)cc1
→ -1.2, 10.5, 0.1, -7.4, -3.2, -21.8, 0.6, -28.1, -4.8, /, 2.8
